From PubChem
Scp-1 inhibitor – Scp-1 phosphatase inhibitors, primary screen, biochemical, colorimetric, uHTS. AID 493091, 2011. 340,000 tested, 0.88% active. Carboxy-terminal domain RNA polymerase II polypeptide A small phosphatase 1 (Homo …. Recombinant Scp1, phosphopeptide, malachite green phosphate absorbance. inhibition, % at 20 µM;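 active means inhibition above about 50% at 20 µM, limit read from the data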;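 further: plate controls were DMSO wells with enzyme for no effect and wells lacking enzyme for full effect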
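Test system: SCP-1 catalytic domain; Buffer or medium: Acidic Tris acetate buffer with magnesium and detergent; Also added: Phosphorylated 17-residue peptide substrate; Compound: single 20 µM dose, 1% DMSO; Schedule: enzyme reaction 45 min at room temperature, colour 5 min, stabilisation 30 min; Signal: Phosphate-binding colour reagent, absorbance read at 630 nm.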
Rin1 Abl inh – inhibitors of Rin1-Abl protein binding, primary screen, biochemical, TR-FRET; inhibition, % at 7.35 µM; 360,000 tested, 0.4% active; in the data active means inhibition above about 5%, passing the limit was not always enough
NadD block – inhibitors of S. aureus NadD, primary screen, biochemical, colorimetric, uHTS; AID 602399, 2012; Nicotinate-nucleotide adenylyltransferase NadD (Staphylococcus aureus N315); purified NadD enzyme, colorimetric absorbance read-out; inhibition, % at 20 µM; 360,000 tested, 0.78% active; in the data active means inhibition above about 26%; further: some compounds past the cut are filed as inactive
Neddyl block – inhibitors of cullin neddylation, primary screen, biochemical, TR-FRET, uHTS, NAE and Ubc12; NEDD8-conjugating enzyme Ubc12 (Homo sapiens) + NEDD8-activating enzyme E1 regulatory …; calls only at 25 µM; 360,000 tested, 0.58% active; in the data active means inhibition above about 36%
LMPTP block – LMPTP phosphatase inhibitors, primary screen, biochemical, fluorescence intensity, uHTS. recombinant LMPTP-A, OMFP fluorogenic substrate. 360,000 tested, 0.22% active. inhibition, % at 20 µM. Low molecular weight phosphotyrosine protein phosphatase (Homo sapiens), P24666;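 active means compounds that cut the enzyme signal by at least half of the control window in the single-dose screen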;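 further: plate controls were DMSO wells with enzyme plus substrate for no effect and substrate without enzyme for full effect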
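Assay system: LMPTP-A, protein tyrosine phosphatase of low molecular weight / Medium: pH 6.0 Bis-Tris buffer with DTT and Triton X-100 / Schedule: 50 min enzyme reaction at room temperature, protected from light / Measured by: endpoint fluorescence intensity from OMFP dephosphorylation / Read-out basis: % inhibition relative to no-enzyme and uninhibited control wells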
SUMO1-SIM PPI – modulators of SUMO1 protein-protein interactions, primary screen, biochemical, uHTS | Small ubiquitin-related modifier 1 (Homo sapiens), P63165 | inhibition, % at 20 µM | SUMO1 binding to a labelled peptide, TR-FRET, 1 h | 360,000 tested, 0.33% active; in the data active means inhibition above about 37%
Target sequence (P63165 whole entry, looked up): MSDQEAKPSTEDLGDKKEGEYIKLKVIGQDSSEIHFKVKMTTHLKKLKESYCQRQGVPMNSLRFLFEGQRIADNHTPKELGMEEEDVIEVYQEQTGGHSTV
Rpn11 inh – Rpn11 (PSMD14) deubiquitinase inhibitors, primary screen, biochemical, fluorescence polarization, uHTS; human 26S proteasome, Ub4-pepOG fluorescence polarization; 20S core pre-blocked with epoxomicin; calls only at 20 µM; 360,000 tested, 0.59% active;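 active means inhibition at 20 µM, scaled to each plate's controls, above about 33%, limit read from the data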
Target sequence (O00487 whole entry, looked up): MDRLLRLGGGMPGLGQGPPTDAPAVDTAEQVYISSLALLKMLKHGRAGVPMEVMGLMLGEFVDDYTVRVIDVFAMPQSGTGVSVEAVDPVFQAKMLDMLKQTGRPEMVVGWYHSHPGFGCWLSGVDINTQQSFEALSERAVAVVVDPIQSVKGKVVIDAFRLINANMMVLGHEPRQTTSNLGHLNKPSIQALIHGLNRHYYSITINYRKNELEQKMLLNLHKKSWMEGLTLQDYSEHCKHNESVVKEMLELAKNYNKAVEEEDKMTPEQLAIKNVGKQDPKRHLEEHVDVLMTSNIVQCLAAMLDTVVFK
DNMT1 block – human DNMT1 methyltransferase inhibitors, primary screen, biochemical, molecular beacon, fluorescence, HinP1I cleavage, uHTS; DNA (cytosine-5)-methyltransferase 1 (Homo sapiens), P26358; inhibition (reported as % activation of signal), % at 10 µM; 360,000 tested, 0.83% active; in the data active means inhibition above about 50%
STEP inh – STEP phosphatase inhibitors, primary screen, biochemical, fluorescence intensity, uHTS; Tyrosine-protein phosphatase non-receptor type 5 (Homo sapiens), P54829; recombinant STEP, OMFP fluorogenic substrate; inhibition, % at 20 µM; 360,000 tested, 0.25% active; AID 588621, 2011;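 active means inhibition at 20 µM, scaled per plate between control wells, above about 37%, limit read from the data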;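 further: 0% = DMSO with enzyme and substrate and 100% = substrate only without enzyme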
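medium = Bis-Tris buffer pH 6.0, 2.5 mM DTT, 0.005% Tween 20 | test system = STEP (striatal-enriched tyrosine phosphatase) enzyme, cell-free | measure = normalized % inhibition | compound dosing = 20 µM, 1% DMSO | also added = 25 µM OMFP | schedule = reaction 20 min, ambient temperature | measured by = fluorescence read at 480 nm ex / 540 nm em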
CSN deneddyl inh – inhibitors of CSN-mediated cullin deneddylation, primary screen, biochemical, fluorescence polarization, uHTS; Purified CSN, SCF-Nedd8-OG deneddylation; 360,000 tested, 0.38% active; inhibition, % at 12.5 µM;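 active means pattern-corrected inhibition above about 35%, with an unprinted fluorescence ratio check between 0.5 and 1.5, limit read from the data, passing the limit was not always enough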;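 further: 0% = enzyme with substrate and 100% = substrate without enzyme; some results filed as inactive read as strong as hits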
Target sequence (Q92905 whole entry, looked up, one chain of several): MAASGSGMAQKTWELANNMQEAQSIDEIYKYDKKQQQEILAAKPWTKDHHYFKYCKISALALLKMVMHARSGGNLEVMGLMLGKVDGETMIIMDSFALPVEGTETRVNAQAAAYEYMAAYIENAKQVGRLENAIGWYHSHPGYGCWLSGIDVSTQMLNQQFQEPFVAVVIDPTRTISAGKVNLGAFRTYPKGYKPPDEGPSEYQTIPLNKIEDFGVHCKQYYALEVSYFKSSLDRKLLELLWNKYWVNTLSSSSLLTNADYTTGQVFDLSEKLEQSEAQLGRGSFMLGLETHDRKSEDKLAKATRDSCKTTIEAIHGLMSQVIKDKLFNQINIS
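Test system: purified human Csn5 enzyme expressed in HEK293T cells. Amount: 0.24 nM enzyme. Reagent: SCFSkp2-Nedd8OG substrate at 10 nM final. Schedule: 90 min incubation of compound, enzyme and substrate at room temperature. Detection: fluorescence polarization. Read-out: % inhibition of substrate cleavage by Csn5.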
An asterisk follows results filed as active; i = inactive; · = no result given.

SMILES,STEP inh,Rin1 Abl inh,NadD block,Scp-1 inhibitor,DNMT1 block,Neddyl block,SUMO1-SIM PPI,Rpn11 inh,CSN deneddyl inh,LMPTP block
Oc1ccccc1C(Nc1nccs1)c1ccc2cccnc2c1O (configuration not stated),2.3,1.7,36.7*,-7.2,-22.5,i,-21.5,i,5.0,-0.2
O=C(Cn1nc(-c2ccccc2)c2ccccc2c1=O)NCC1CCCO1 (configuration not stated),-2.4,-0.8,1.1,-7.2,1.1,i,0.6,i,-1.4,-0.4
NNc1cc2c(nn1)CCN(C(=O)c1ccccc1)C2,-1.2,-0.9,4.1,·,-3.5,i,-2.5,i,-7.3,-2.1
Oc1c(CN2CCOCC2)cc(CN2CCOCC2)c(O)c1O,4.0,22.8*,1.0,11.5,57.5*,i,-9.7,i,17.4,6.4
Cc1ccccc1NC(=O)CSc1nc2c(c(=O)n(C)c(=O)n2C)n1C,-0.2,4.9,-2.6,-7.9,-1.1,i,-4.9,i,-5.4,-0.2
COc1ccc2nc(NC(=O)CSc3nccc(C)n3)sc2c1,-3.9,0.6,0.2,-7.2,4.0,i,3.5,i,4.8,-1.2
Cc1ccc(C)c(NC(=O)CSc2n[nH]c(-c3ccccn3)n2)c1,1.2,1.2,2.2,-0.6,1.9,i,-2.1,i,0.4,0.2
Cc1cc(Nc2ccc(F)cc2Cl)n2ncnc2n1,-1.3,0.5,0.1,-0.4,1.2,i,0.9,i,-1.3,-0.8
CCOC(=O)c1cnc(SCc2nc(N)nc(Nc3ccc(C)cc3)n2)nc1N,-2.1,1.3,6.8,-1.5,-0.3,i,3.6,i,1.0,3.0
Cn1cnnc1SCC(=O)Nc1ccccc1Oc1ccccc1,14.1,1.1,0.4,-11.6,-1.6,i,-0.1,i,1.0,-1.4
O=C(NCCC1=CCCCC1)c1cc(COc2c(F)cccc2F)on1,-1.5,3.8,-5.1,-8.0,7.4,i,-0.3,i,-0.9,2.5
CSc1ccc(S(=O)(=O)NCC(=O)OCC(=O)N(C)CC(=O)Nc2ccc(F)cc2)cc1[N+](=O)[O-],-0.9,-0.7,0.4,-3.4,-1.8,i,-30.2,i,0.1,0.6

Part of the list above, with values under each structure:
Sequence of screens – STEP inh	Rin1 Abl inh	NadD block	Scp-1 inhibitor	DNMT1 block	Neddyl block	SUMO1-SIM PPI	Rpn11 inh	CSN deneddyl inh	LMPTP block
- Cc1ccccc1NC(=O)CSc1nc2c(c(=O)n(C)c(=O)n2C)n1C
→ -0.2	4.9	-2.6	-7.9	-1.1	i	-4.9	i	-5.4	-0.2
- Oc1c(CN2CCOCC2)cc(CN2CCOCC2)c(O)c1O
→ 4.0	22.8*	1.0	11.5	57.5*	i	-9.7	i	17.4	6.4

Profiles as entered above. Values in the order: STEP inh | Rin1 Abl inh | NadD block | Scp-1 inhibitor | DNMT1 block | Neddyl block | SUMO1-SIM PPI | Rpn11 inh | CSN deneddyl inh | LMPTP block
Cc1ccc(C)c(NC(=O)CSc2n[nH]c(-c3ccccn3)n2)c1 is listed with 1.2 | 1.2 | 2.2 | -0.6 | 1.9 | i | -2.1 | i | 0.4 | 0.2
Oc1ccccc1C(Nc1nccs1)c1ccc2cccnc2c1O (configuration not stated) is listed with 2.3 | 1.7 | 36.7* | -7.2 | -22.5 | i | -21.5 | i | 5.0 | -0.2
Cc1ccccc1NC(=O)CSc1nc2c(c(=O)n(C)c(=O)n2C)n1C is listed with -0.2 | 4.9 | -2.6 | -7.9 | -1.1 | i | -4.9 | i | -5.4 | -0.2
CSc1ccc(S(=O)(=O)NCC(=O)OCC(=O)N(C)CC(=O)Nc2ccc(F)cc2)cc1[N+](=O)[O-] is listed with -0.9 | -0.7 | 0.4 | -3.4 | -1.8 | i | -30.2 | i | 0.1 | 0.6

As entered above:
Under NadD block, `O=C(NCCC1=CCCCC1)c1cc(COc2c(F)cccc2F)on1` is entered as -5.1
Under NadD block, `COc1ccc2nc(NC(=O)CSc3nccc(C)n3)sc2c1` is entered as 0.2

The listing picks up, starting 2 compounds before the break.
SMILES,STEP inh,Rin1 Abl inh,NadD block,Scp-1 inhibitor,DNMT1 block,Neddyl block,SUMO1-SIM PPI,Rpn11 inh,CSN deneddyl inh,LMPTP block
O=C(NCCC1=CCCCC1)c1cc(COc2c(F)cccc2F)on1,-1.5,3.8,-5.1,-8.0,7.4,i,-0.3,i,-0.9,2.5
CSc1ccc(S(=O)(=O)NCC(=O)OCC(=O)N(C)CC(=O)Nc2ccc(F)cc2)cc1[N+](=O)[O-],-0.9,-0.7,0.4,-3.4,-1.8,i,-30.2,i,0.1,0.6
CCOC(=O)c1cc2sccc2n1CC(=O)N1CCc2ccccc21,1.0,2.2,-3.0,-2.7,2.1,i,-0.9,i,2.5,-1.4
CCCc1cc(=O)n2[nH]c(SCc3ccccc3)nc2n1,0.4,-1.6,0.0,-8.0,6.2,i,0.4,i,2.3,-1.5
Cc1cc(C(=O)COC(=O)c2cccs2)c(C)n1-c1c(C)n(C)n(-c2ccccc2)c1=O,-1.5,0.1,1.2,-4.3,-1.8,i,-2.9,i,-0.5,-1.9
O=C(NCc1n[nH]c(=S)n1-c1ccccc1Cl)c1ccc(S(=O)(=O)N2CCCCC2)cc1,-0.6,0.7,1.5,3.7,2.4,i,-3.3,i,-5.4,-0.3
C=CCN(C(=O)c1cccc(S(=O)(=O)N2CCN(C)CC2)c1)c1nc(-c2ccccc2)cs1,3.1,2.4,-8.5,4.8,17.0,i,3.7,i,4.9,-4.8
CN(Cc1ccc(C(C)(C)C)cc1)C(=O)c1ccc2c(=O)n3c(nc2c1)CCC3,-0.4,3.5,5.1,-2.7,-2.3,i,3.6,i,-1.5,-0.6
CC(C)OP(=O)(OC(C)C)C(Nc1ccccc1)c1cccc2c1OCO2 (configuration not stated),-0.3,0.3,-2.7,-5.7,-0.3,i,2.9,i,-2.6,-1.2
O=Nc1c2cc3ccccc3[nH]c-2c2ccccc12,0.9,-0.8,-1.9,0.0,1.8,i,-0.4,i,0.3,7.6
O=C(Nc1ccccc1)c1ccc(NCc2cccnc2)c(S(=O)(=O)N2CCOCC2)c1,-0.1,6.0,5.0,-1.1,-0.4,i,0.5,i,1.0,0.1
O=C(COC(=O)c1cccc(S(=O)(=O)N2CCCCC2)c1)NC1CCCc2ccccc21 (configuration not stated),-1.4,1.1,-2.8,0.0,5.2,i,0.4,i,-6.9,0.6
O=C(CCN1CCN(C/C=C/c2ccccc2)CC1)Nc1cccc(F)c1,-5.1,1.9,-9.2,2.0,-4.0,i,-8.7,i,0.3,1.3
